LYP inhibition = inhibitors of LYP phosphatase, biochemical, fluorescence intensity, uHTS (AID 1779) | inhibition, % at 11.5 µM; hits with a dose series show IC50 in µM | recombinant LYP phosphatase, fluorescence intensity; higher % means a stronger effect | 290,000 compounds, 0.054% hits; in the data active means inhibition above about 50%;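 further: plate controls were vehicle with enzyme for no effect and no enzyme for full effect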
The depositor's hits bear a star. An excerpt; count on the stated rates, not on these rows.

SMILES	LYP inhibition
CN(C)S(=O)(=O)c1cccc(C(=O)N2CCC(C(=O)O)(c3ccccc3)CC2)c1	-10%
O=c1nc(/C=C/c2ccc(Cl)cc2Cl)cc(C(F)(F)F)[nH]1	-10%
COc1ccc(NC2=NCCCS2)cc1OC	-2%
COc1ccc(CCNC2CCCCCC2)cc1	-8%
COc1ccccc1C(=O)Nc1ccc2c(c1)CC1(C(=O)N(C)C(=O)N(C)C1=O)C1CCCN21 (configuration not stated)	-4%
Clc1ccc(CCNCc2ccncc2)c(Cl)c1	-11%
COc1ccc2c(c1)/C(=C/c1cnc[nH]1)C(=O)N2	-4%
CC1CCCC(NC(=O)CNC(=S)N2CC3CC(C2)c2cccc(=O)n2C3)C1C (configuration not stated)	-4%
COc1cc2c(c(OC)c1OC)-c1ccc(O)c(=O)cc1C(NC(C)=O)CC2 (configuration not stated)	-4%
CCOc1cc2c(cc1OCC)-n1cccc1C(c1cccc(OCC)c1O)NC2 (configuration not stated)	-3%
COc1ccccc1N1CCN(Cc2cccc(Br)c2)CC1	-10%
COc1ccc(N2CCN(CCc3ccncc3)CC2)cc1	-9%
CCOc1cc2c(cc1OCC)-n1cccc1C(c1ccc(OC)c(OC)c1)NC2 (configuration not stated)	-7%
O=C(O)c1ccccc1NC(=O)N1C[C@H]2C[C@@H](C1)c1cccc(=O)n1C2	-6%
CN(C)C(CNC(=O)Cc1ccc(Br)cc1)c1ccccc1 (configuration not stated)	-9%
O=C(Cc1c(Cl)cccc1Cl)N1CCN(Cc2ccccc2)CC1	-4%
Cc1ccc(NC(=O)[C@@H](NC(=O)N2C[C@H]3C[C@@H](C2)c2cccc(=O)n2C3)C(C)C)cc1	-12%
COC(=O)Cn1cc(C(=O)c2ccccc2F)c2ccccc21	-9%
CCOC(=O)C1CCN(Cc2ccc(Cl)nc2)CC1	-5%
COc1cc(/C=C/c2nc3ccccc3c(=O)n2-c2ccccc2O)ccc1O	-2%
N#Cc1ccc(Cn2cc(C=O)c3ccccc32)cc1	-11%
CC1CCCCN1C(=O)Cn1cc(C=C2C(=O)N(C)C(=O)N(C)C2=O)c2ccccc21 (configuration not stated)	-4%
Clc1ccc(N2CC2c2ccncc2)cc1 (configuration not stated)	-3%
O=S(=O)(c1ccccc1)N1CCN2CCCC2C1 (configuration not stated)	-11%

Structures listed so far containing bromine:
SMILES	LYP inhibition
COc1ccccc1N1CCN(Cc2cccc(Br)c2)CC1	-10%
CN(C)C(CNC(=O)Cc1ccc(Br)cc1)c1ccccc1 (configuration not stated)	-9%

Look-ups from the entries so far.
CN(C)S(=O)(=O)c1cccc(C(=O)N2CCC(C(=O)O)(c3ccccc3)CC2)c1 in LYP inhibition → -10%
COc1ccccc1C(=O)Nc1ccc2c(c1)CC1(C(=O)N(C)C(=O)N(C)C1=O)C1CCCN21 (configuration not stated) in LYP inhibition → -4%
Clc1ccc(N2CC2c2ccncc2)cc1 (configuration not stated) in LYP inhibition → -3%
Clc1ccc(CCNCc2ccncc2)c(Cl)c1 in LYP inhibition → -11%
N#Cc1ccc(Cn2cc(C=O)c3ccccc32)cc1 in LYP inhibition → -11%

Part of the list above in another layout.
| structure | LYP inhibition |
| --- | --- |
| N#Cc1ccc(Cn2cc(C=O)c3ccccc32)cc1 | -11% |
| Clc1ccc(N2CC2c2ccncc2)cc1 (configuration not stated) | -3% |
| Cc1ccc(NC(=O)[C@@H](NC(=O)N2C[C@H]3C[C@@H](C2)c2cccc(=O)n2C3)C(C)C)cc1 | -12% |
| COc1ccc(CCNC2CCCCCC2)cc1 | -8% |

Compound activity deposited in PubChem BioAssay by Sanford-Burnham Center for Chemical Genomics.
